FadD28 binding = inhibitors of Mycobacterium tuberculosis FadD28 bisubstrate binding; FadD28 bisubstrate probe binding, fluorescence polarization; 360,000 tested, 0.22% active; AID 588549; inhibition, % at 12.5 µM; in the data active means inhibition above about 8.5%, passing the limit was not always enough; inconclusive means no clear call, values can overlap the other calls
Mtb UGM inh = blocks M. tuberculosis UGM enzyme. P9WIQ1. purified UGM, fluorescence polarization probe displacement. inhibition, % at 10 µM. 320,000 tested, 0.06% active; in the data active means inhibition above about 10%, passing the limit was not always enough; inconclusive means no clear call, values can overlap the other calls
Rv3671c inh = inhibits the M. tuberculosis serine protease Rv3671c. P9WHR9. inhibition, % at 5.96 µM. 320,000 tested, 0.048% active. AID 2606; in the data active means inhibition above about 38%;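 further: extracellular domain of Rv3671c used as enzyme; 0% = enzyme with DMSO and 100% = no enzyme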
Target sequence (P9WHR9 whole entry, looked up, the tested form may be a part): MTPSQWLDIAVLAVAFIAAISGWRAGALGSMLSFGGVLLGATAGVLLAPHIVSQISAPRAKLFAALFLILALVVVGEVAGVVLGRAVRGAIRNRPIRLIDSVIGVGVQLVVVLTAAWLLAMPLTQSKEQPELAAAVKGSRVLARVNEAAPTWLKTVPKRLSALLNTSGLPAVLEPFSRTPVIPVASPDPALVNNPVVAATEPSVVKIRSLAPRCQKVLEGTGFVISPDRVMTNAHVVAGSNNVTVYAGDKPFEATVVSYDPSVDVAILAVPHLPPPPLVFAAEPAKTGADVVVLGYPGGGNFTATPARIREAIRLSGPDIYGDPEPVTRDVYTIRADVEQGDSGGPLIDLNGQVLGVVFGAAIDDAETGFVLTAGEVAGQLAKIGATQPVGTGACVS
MazF activator = activators of E. coli MazEF toxin-antitoxin RNase | FAM/BHQ RNA-DNA oligo cleavage fluorescence, 5 h | activation, % at 20 µM | 350,000 tested, 0.32% active; in the data active means activation above about 50%
Target sequence (P0AE70 whole entry, looked up): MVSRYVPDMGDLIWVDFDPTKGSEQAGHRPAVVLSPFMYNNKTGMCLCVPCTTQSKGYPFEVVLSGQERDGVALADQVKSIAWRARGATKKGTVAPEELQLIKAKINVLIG
BoNT-F LC inh = inhibitors of Botulinum neurotoxin F light chain protease. Multiplex microsphere protease cleavage assay, flow cytometry. inhibition, % at 10 µM. 360,000 tested, 0.22% active. AID 588497; in the data active means inhibition above about 35%, passing the limit was not always enough; inconclusive means no clear call, values can overlap the other calls; further: plate controls were buffer without enzyme for full effect and enzyme alone for no effect
BioA inh = BioA (M. tuberculosis) enzyme inhibition; purified M. tuberculosis BioA enzyme, plate reader; inhibition, % at 9.99 µM; 360,000 tested, 0.096% active; AID 602481; in the data active means inhibition above about 40%; inconclusive means no clear call, values can overlap the other calls
VHR inh abs = DUSP3 (human) phosphatase inhibition; inhibition, % at 13.3 µM; recombinant VHR phosphatase, pNPP absorbance; 290,000 tested, 0.52% active; in the data active means inhibition above about 50%; further: some compounds called inactive have numbers as strong as hits
Target sequence (P51452 whole entry, looked up): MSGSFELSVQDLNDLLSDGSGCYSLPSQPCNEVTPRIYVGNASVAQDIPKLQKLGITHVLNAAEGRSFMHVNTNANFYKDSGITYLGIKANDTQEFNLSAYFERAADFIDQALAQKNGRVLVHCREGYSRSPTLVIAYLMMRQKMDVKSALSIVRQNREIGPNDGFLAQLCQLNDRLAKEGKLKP
GDH-TPI counter = GDH-TPI coupled enzyme inhibition counter-screen. GDH-TPI coupled enzyme counterscreen, NADH absorbance. AID 588335. inhibition, % at 4.8 µM. 360,000 tested, 1.2% active;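 further: 0% = DMSO wells and 100% = wells lacking the enzyme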
Mtb FBA inh = inhibitors of M. tuberculosis fructose-bisphosphate aldolase; P9WQA3; purified M. tuberculosis FBA, fluorescence read-out; inhibition, % at 1 µM; 360,000 tested, 2.3% active; AID 588726; in the data active means inhibition above about 27%;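 further: 0% = vehicle and 100% = reference inhibitor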
Target sequence (P9WQA3 whole entry, looked up): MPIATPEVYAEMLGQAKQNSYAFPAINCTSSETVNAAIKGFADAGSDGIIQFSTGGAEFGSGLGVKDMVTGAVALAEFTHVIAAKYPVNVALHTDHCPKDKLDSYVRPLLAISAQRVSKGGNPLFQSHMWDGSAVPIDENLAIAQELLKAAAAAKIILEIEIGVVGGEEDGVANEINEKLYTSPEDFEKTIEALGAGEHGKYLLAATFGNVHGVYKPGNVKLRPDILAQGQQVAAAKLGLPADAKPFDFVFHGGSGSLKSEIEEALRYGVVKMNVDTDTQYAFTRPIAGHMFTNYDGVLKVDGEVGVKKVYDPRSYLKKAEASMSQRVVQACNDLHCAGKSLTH
CCHFV vOTU inh = blocks the CCHF virus ovarian tumor domain protease; CCHFV vOTU protease, Pep-AMC fluorescence; AID 651958; inhibition, % at 11.5 µM; 370,000 tested, 0.55% active; further: 0% = vehicle wells with enzyme and 100% = no enzyme wells
Starred values were filed as active, the others as inactive; u = inconclusive; x = no result given. Unless noted, no stated cut-off is given here; in the data, active means inhibition above about 30%; inactive means the rest.

Every second line gives: Mtb UGM inh | BioA inh | VHR inh abs | CCHFV vOTU inh | GDH-TPI counter | FadD28 binding | MazF activator | Mtb FBA inh | BoNT-F LC inh | Rv3671c inh
> CCc1nc(SCC(=O)NCc2ccc(F)cc2)c2c(=O)n(C)c(=O)n(C)c2n1
  0.5 | -1.5 | 6.6 | 2.7 | -13.9 | -0.7 | 9.0 | 1.9 | -1.6 | 1.9
> Cc1cc(C)cc(C(=O)NCC(=O)NNC(=O)CSc2ccccc2F)c1
  1.8 | -0.2 | x | -7.8 | -1.4 | -1.3 | 1.4 | 4.9 | -1.7 | -2.6
> COCCNC(=O)c1cc(OC)c(OC)cc1[N+](=O)[O-]
  -0.4 | x | 32.9 | -4.4 | 10.8 | -0.6 | 6.2 | -0.4 | 1.2 | -4.2
> COc1ccc(OC)c(S(=O)(=O)CC(=O)c2cc3ccc(OC)cc3oc2=O)c1
  0.0 | -6.3 | -0.7 | x | 8.2 | -0.2 | -5.5 | 3.5 | 2.9 | -1.9
> O=C(CN1CCOCC1)N(c1ccccc1)c1ccc2ccccc2c1
  1.7 | -0.2 | 28.4 | 5.5 | 4.1 | -4.4 | 6.8 | -3.1 | 1.1 | 0.2
> CCOc1ccc(NC(=O)CCSc2nnc(C)s2)cc1
  -1.3 | -1.1 | 4.9 | 3.2 | 5.6 | -1.3 | 1.2 | 2.2 | -17.4 | 1.2
> COc1ccc(C(=O)NC(=S)N(Cc2ccccc2)Cc2ccccc2)cc1
  -0.6 | -1.4 | 13.0 | 8.9 | 6.3 | -0.5 | -0.2 | -1.4 | -1.5 | 3.4
> Cc1cc(/C=N/n2cnnc2)c(C)n1-c1ccc(C(=O)O)cc1
  -0.2 | x | 11.9 | -1.0 | 14.7 | 0.1 | 4.0 | 3.5 | -2.3 | 1.5
> COc1ccc(OC)c(N(CC(=O)NC2CCCC2)S(=O)(=O)c2ccc(OC)c(OC)c2)c1
  0.7 | -0.1 | 15.0 | 6.8 | -3.5 | -0.4 | 4.2 | 5.2 | -14.7 | -2.3
> O=c1[nH]nc(Cc2ncc(C(F)(F)F)cc2Cl)c2ccccc12
  1.7 | 0.8 | 24.0 | 5.1 | 3.5 | 0.0 | 3.9 | 1.0 | -25.2 | -3.4
> O=C(Cc1ccc(-n2cnnn2)cc1)NC12CC3CC(CC(C3)C1)C2
  -0.2 | 0.5 | 2.9 | 8.2 | 3.1 | 0.9 | 30.9 | -2.1 | 4.2 | -4.5
> Cc1ccc(-n2c(O)c(/C=N/N3CCOCC3)c(=O)[nH]c2=S)cc1
  2.1 | x | -12.5 | 3.3 | 25.1 | 0.1 | -3.9 | -1.9 | -1.5 | -3.5
> Cc1nnc(SCC(=O)NCc2ccccc2)s1
  0.7 | -1.8 | 3.5 | 4.5 | -7.8 | -4.5 | -6.3 | -1.1 | -1.2 | 1.4
> CN(C)S(=O)(=O)c1ccc(NCC2COc3ccccc3O2)c([N+](=O)[O-])c1 (stereo not drawn)
  -2.7 | -0.5 | 9.1 | 6.1 | 10.3 | 0.1 | 2.0 | -2.5 | -6.5 | -9.8
> NC(=O)c1ccc(Nc2nnc(-c3ccc(O)cc3)c3ccccc23)cc1
  1.3 | x | 2.8 | -2.5 | 18.3 | -11.5 | 2.6 | 9.5 | -1.1 | -3.1
> COc1ccc(CNS(=O)(=O)c2cc3c4c(c2)C(C)C(=O)N4CCC3)cc1 (stereo not drawn)
  1.1 | -0.9 | -3.6 | 9.1 | -5.2 | -4.1 | 9.4 | 1.5 | 2.8 | -3.9
> CCOC(=O)c1cnc2c(c(C)nn2C)c1Oc1ccc(OC)cc1
  2.5 | 2.2 | -0.7 | -2.1 | -7.6 | -4.4 | -1.6 | 2.5 | u | -0.1
> COc1ccc(N2C(=O)CC(N3CCN(c4nc5ccccc5s4)CC3)C2=O)cc1 (stereo not drawn)
  4.6 | 4.3 | 4.3 | 3.2 | 2.9 | 0.0 | -5.3 | 2.1 | -2.3 | 1.8
> Cc1c(C(=O)C(=O)N2CCN(Cc3ccc4c(c3)OCO4)CC2)c2ccccc2n1C
  -0.9 | 3.4 | 12.8 | 17.6 | 20.7 | 0.1 | 0.6 | -0.8 | -7.2 | -7.1
> C/C(CC(=O)NCc1ccccc1)=N\NC(=O)c1cnccn1
  1.7 | -1.6 | 47.6 | 5.0 | 7.8 | 1.0 | -8.6 | 1.0 | -0.1 | -3.6
> CCS(=O)(=O)n1nc(NCc2cccc(OC)c2)nc1NCc1cccc(OC)c1
  -0.2 | -0.9 | -2.1 | 11.5 | -4.5 | -6.3 | 0.5 | -1.5 | 3.7 | -9.1
> COc1ccc(OCC(=O)Nc2cc(NC(=O)c3ccco3)ccc2OC)cc1
  1.3 | -2.8 | 20.8 | 7.9 | 6.8 | -3.6 | -1.8 | -1.0 | 9.9 | 3.7
> O=C1C2C(c3ccccc3)CC=CC2[C@H](c2ccc3ccccc3c2)N1Cc1ccccc1 (stereo partly drawn)
  1.9 | -0.3 | 7.3 | 8.4 | 11.9 | -1.0 | -8.6 | 6.9 | -5.8 | 0.3
> O=C(Nc1ccc(C(=O)N2CCCC2)cc1)c1ccccc1
  x | 0.6 | x | -11.6 | 0.9 | -2.6 | 0.2 | -2.6 | -2.5 | x
> O=C(CC(Nc1ccc(F)cc1)C(=O)O)c1ccccc1 (stereo not drawn)
  0.1 | 0.9 | 3.5 | -0.8 | -0.6 | -4.5 | 5.4 | -4.7 | 6.2 | -8.2
> O=C(CSc1nc2ccccc2o1)N/N=C/c1ccccc1
  1.3 | -1.6 | -7.2 | -22.6 | -4.9 | -0.3 | 0.4 | 0.3 | -5.5 | -8.1
> Cc1cccc([C@@H]2[C@@H]3C(=O)N(Cc4ccccc4)C(=O)[C@@H]3[C@]3(Cc4ccc(Cl)cc4)C(=O)N(c4ccccc4)C(=O)N23)c1
  2.6 | 2.4 | 25.1 | -1.5 | 16.3 | -1.3 | -6.7 | 3.6 | 1.5 | 7.8
> Cc1nc2ccc(Br)cn2c1C(=O)N/N=C\c1ccc(C(C)C)cc1
  -1.1 | -0.1 | 17.9 | -11.0 | 2.5 | -1.4 | -4.5 | -1.4 | u | 6.0
> CCOC(=O)N1CCN(c2cc(NCCO)c([N+](=O)[O-])c3nonc23)CC1
  0.9 | -1.0 | 9.4 | 13.8 | 28.1 | -3.1 | 9.3 | -10.5 | -2.9 | 3.7
> CC(O)CNCc1ccccc1C(F)(F)F (stereo not drawn)
  2.9 | 3.2 | 17.4 | 2.7 | -4.3 | -3.3 | 7.0 | 0.8 | -4.6 | -5.5
> COC(=O)c1ccccc1C(=O)N1CCCC(CNC(=O)c2ccc(F)cc2)C1 (stereo not drawn)
  -4.9 | 0.5 | 1.1 | 4.0 | -5.2 | -2.6 | 1.7 | 1.2 | 0.6 | 0.1
> CCCc1nnc(NC(=O)CN2C(=O)c3ccccc3S2(=O)=O)s1
  -0.6 | -1.3 | 2.3 | 0.3 | 2.3 | -0.6 | 1.6 | -1.9 | 5.6 | -3.1
> CC1CCN(Cc2c(C(=O)N/N=C/c3ccc(C(C)C)cc3)nnn2-c2nonc2N)CC1
  -0.3 | -1.8 | 15.3 | -3.1 | 8.4 | 0.5 | -0.5 | 1.4 | -2.0 | -12.4
> COC(=O)C1=C(C)N=C2SCCC(=O)N2C1c1ccc(OC(=O)c2ccco2)cc1 (stereo not drawn)
  x | x | 22.2 | -3.7 | 30.0 | -0.9 | 3.0 | 0.7 | -1.9 | x
> COc1ccc(-c2ccccc2)cc1NCc1ccc(OC)c(OC)c1
  -1.8 | x | 0.1 | -5.4 | 6.4 | 0.0 | 1.3 | 7.7 | -4.3 | -5.8
> CC(C)(C)c1nnc2sc(SCC(=O)c3ccc4c(c3)OCCO4)nn2c1=O
  x | -0.7 | 19.0 | -6.6 | 24.4 | -1.9 | -1.0 | 2.8 | -5.2 | -8.8
> C=CCC(=O)OCC(=O)Nc1ccc(Cl)cn1
  -2.6 | x | -19.0 | 8.4 | -7.4 | -3.2 | 2.6 | 2.1 | -2.7 | 5.5
> CCC(Sc1nc(=O)cc(N)n1CCc1ccccc1)C(=O)Nc1cc(C)on1 (stereo not drawn)
  3.8 | -0.1 | 27.8 | 3.5 | 5.8 | -0.9 | 10.8 | 1.3 | 5.7 | 0.2
> O=C1Nc2ccc(S(=O)(=O)N3CCCC3C(=O)O)c3cccc1c23 (stereo not drawn)
  -1.7 | -0.9 | 29.4 | -7.7 | 7.5 | -1.0 | -27.4 | 8.1 | 0.4 | 3.3
> CN(C)c1nc(Oc2ccc(=O)n(C)n2)nc(N2CCOCC2)n1
  -1.3 | 0.2 | -6.0 | -16.9 | 8.3 | -1.3 | 0.8 | 1.5 | -0.2 | 2.7
> O=C1OC(CN(Cc2ccccc2)Cc2ccccc2)CN1N=Cc1ccc([N+](=O)[O-])o1 (stereo not drawn)
  x | 1.0 | x | 29.0 | 17.9 | -1.1 | -6.1 | 1.3 | -0.9 | x
> CCOC(=O)c1nnn(CC(=O)N2N=C(c3ccc(Cl)cc3)CC2c2ccccc2)c1C(=O)OCC (stereo not drawn)
  -2.0 | x | -18.1 | -4.3 | -4.6 | -2.9 | -1.9 | 2.3 | 1.9 | 10.9
> COc1ccc(CN2CCC(CO)(Cc3cccc(C(F)(F)F)c3)CC2)cc1Cn1cccn1
  -3.6 | 1.0 | 1.9 | -17.9 | 12.7 | -4.4 | 1.6 | -0.9 | -3.4 | 7.9
> CN1CCCN(Cc2ccc(Cl)cc2Cl)CC1
  -2.0 | -1.4 | -19.9 | -4.2 | 6.7 | -2.5 | 2.0 | 0.7 | -3.0 | 8.3
> CCc1ccc(-n2c(=S)sc3c(=O)n(-c4ccccc4)c(SCC(=O)O)nc32)cc1
  1.6 | 1.1 | 35.4 | 11.1 | 16.6 | x | 4.7 | -0.4 | -7.9 | 7.8
> CC[C@]12c3[nH]c4ccccc4c3CCN1C(=O)C(CC(=O)NCCCn1ccnc1)C[C@@H]2C(=O)N1CCN(C(=O)c2ccco2)CC1 (stereo partly drawn)
  -0.3 | 1.2 | x | 0.1 | -1.0 | -0.1 | 3.4 | -1.2 | -5.6 | 2.9
> O=c1oc(-c2ccc([N+](=O)[O-])cc2)nc2ccccc12
  0.3 | x | 12.3 | -7.6 | 0.0 | 1.2 | 0.7 | 2.5 | -4.3 | -0.9
> Cc1ccc(C)c(NC(=S)N(C)CCc2ccccn2)c1
  0.3 | x | 16.5 | 4.0 | 13.6 | -1.1 | 0.7 | 2.6 | 3.2 | -4.2
> COc1cc(NC(=O)C2CCCN2S(=O)(=O)c2ccc3c(c2)CCC(=O)N3)cc(OC)c1 (stereo not drawn)
  2.0 | 0.0 | 0.4 | -1.6 | -4.0 | -23.3 | 4.5 | 0.6 | -3.2 | -4.0
> CCOc1ccc(C2C(C(=O)c3ccco3)=C(O)C(=O)N2CCN2CCOCC2)cc1OCC (stereo not drawn)
  -0.5 | 2.2 | 12.8 | 15.8 | 15.0 | 1.2 | 14.2 | -1.5 | 2.9 | -12.6
> CCOC(=O)c1ccc(NC(=O)CSc2nnc(COc3ccccc3OC)n2C)cc1
  -0.4 | -1.3 | -8.7 | -16.6 | 3.0 | -1.4 | -5.5 | -0.7 | -3.5 | 9.0
> Nc1cnc(-c2ccccc2)nc1Cl
  0.7 | -0.3 | -1.5 | 5.8 | 2.5 | -4.5 | 5.4 | -0.7 | -1.6 | 5.8

Ordered by molecular weight (descending): part of the list above.
Every second line gives: Mtb UGM inh | BioA inh | VHR inh abs | CCHFV vOTU inh | GDH-TPI counter | FadD28 binding | MazF activator | Mtb FBA inh | BoNT-F LC inh | Rv3671c inh
> CCOc1ccc(C2C(C(=O)c3ccco3)=C(O)C(=O)N2CCN2CCOCC2)cc1OCC (stereo not drawn)
  -0.5 | 2.2 | 12.8 | 15.8 | 15.0 | 1.2 | 14.2 | -1.5 | 2.9 | -12.6
> COc1cc(NC(=O)C2CCCN2S(=O)(=O)c2ccc3c(c2)CCC(=O)N3)cc(OC)c1 (stereo not drawn)
  2.0 | 0.0 | 0.4 | -1.6 | -4.0 | -23.3 | 4.5 | 0.6 | -3.2 | -4.0
> Nc1cnc(-c2ccccc2)nc1Cl
  0.7 | -0.3 | -1.5 | 5.8 | 2.5 | -4.5 | 5.4 | -0.7 | -1.6 | 5.8

Bioassay records from PubChem.
